PAFAH1B3 inh: inhibitors of human PAFAH1B3. Q15102. recombinant PAFAH1B3, FP-rhodamine probe, fluorescence polarization. inhibition, % at 3.39 µM. actives 0.28% (n = 340,000);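 active = inhibition above the screen-wide average of all tested compounds plus 3 SD, cut at about 25% in these data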;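 note: 0% = enzyme with DMSO only and 100% = wells lacking PAFAH1B3 protein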
Target sequence (Q15102 whole entry, looked up): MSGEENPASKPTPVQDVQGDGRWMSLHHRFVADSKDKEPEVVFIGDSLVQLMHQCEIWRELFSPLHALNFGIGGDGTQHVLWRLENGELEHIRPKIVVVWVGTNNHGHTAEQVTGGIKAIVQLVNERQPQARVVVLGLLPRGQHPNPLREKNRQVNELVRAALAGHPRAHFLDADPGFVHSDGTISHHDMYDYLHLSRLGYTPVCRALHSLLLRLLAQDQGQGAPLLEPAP
PAFAH1B2 inh: blocks human PAF acetylhydrolase 1b catalytic subunit 2 | P68402 | recombinant PAFAH1B2, FP-rhodamine activity probe, fluorescence polarization | inhibition, % at 3.39 µM | actives 1.2% (n = 340,000) | AID 492953;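 active = inhibition above the mean of all tested compounds plus 3 SD, cut at about 24% in these data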;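 note: 0% = enzyme with DMSO and 100% = wells lacking PAFAH1B2; many of its hits are not listed in these tables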
PAFAH2 inh: PAFAH2 (human) inhibition | Q99487 | recombinant PAFAH2, FP-rhodamine activity probe, fluorescence polarization | inhibition, % at 3.39 µM | actives 0.99% (n = 340,000);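 active = inhibition above the mean over all tested compounds plus 3 SD, cut at about 30% in these data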;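 note: inhibitors block probe labeling of enzyme so polarization drops; 0% = enzyme with DMSO and 100% = wells lacking PAFAH2 protein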
* hit, by the source's call. An excerpt; the hit share may differ from the screen's.

SMILES | PAFAH1B3 inh | PAFAH1B2 inh | PAFAH2 inh
Nc1c2c(nc3ccccc13)CCCC2O (stereo not given) | -8 | -2 | -7
CCn1cc(C(=O)O)c(=O)c2cc(F)c(N3CCNCC3)nc21 | 5 | -4 | -1
O=C1Cc2c([nH]c3ccc([N+](=O)[O-])cc23)-c2ccccc2N1 | 8 | 3 | -9
COc1c(O)cc2c(c1O)[C@@H]1OC(CO)C(O)C(O)[C@H]1OC2=O (stereo not given in full) | 5 | 2 | 0
CC1OC(CC(=O)O)CC2=C1C(=O)c1c(O)cccc1C2=O (stereo not given) | 53* | 13 | 14

Entries of single compounds, looked up by structure:
CCn1cc(C(=O)O)c(=O)c2cc(F)c(N3CCNCC3)nc21 is entered as PAFAH1B3 inh = 5; PAFAH1B2 inh = -4; PAFAH2 inh = -1
Nc1c2c(nc3ccccc13)CCCC2O (stereo not given) is entered as PAFAH1B3 inh = -8; PAFAH1B2 inh = -2; PAFAH2 inh = -7

Screening results: PubChem BioAssay, The Scripps Research Institute Molecular Screening Center
